GPR151 activ – activates the human receptor GPR151; 1% of 650,000 active; activation, % at 11.2 µM; Q8TDV0; PathHunter beta-arrestin GPR151 cells, luminescence; AID 1508602; in the data active means activation above about 4.9%;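 further: 0% = median of compound wells and 100% = cells with positive control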
Target sequence (Q8TDV0 whole entry, looked up): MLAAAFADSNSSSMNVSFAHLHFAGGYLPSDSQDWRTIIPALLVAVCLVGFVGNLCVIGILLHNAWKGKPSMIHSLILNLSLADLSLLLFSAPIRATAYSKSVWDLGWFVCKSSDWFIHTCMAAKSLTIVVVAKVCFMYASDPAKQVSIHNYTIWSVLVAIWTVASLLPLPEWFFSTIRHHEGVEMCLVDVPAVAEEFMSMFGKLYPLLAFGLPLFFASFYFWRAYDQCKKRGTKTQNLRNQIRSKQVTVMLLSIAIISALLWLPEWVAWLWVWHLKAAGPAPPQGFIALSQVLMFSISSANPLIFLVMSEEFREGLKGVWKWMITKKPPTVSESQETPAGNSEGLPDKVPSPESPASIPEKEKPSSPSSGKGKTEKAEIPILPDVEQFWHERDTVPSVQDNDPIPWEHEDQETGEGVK
FBW7 activator – human FBW7 E3 ligase activation, primary screen; Q969H0; AlphaScreen FBW7–phospho-cyclin E peptide binding, activator screen; normalized activity (activation), % at 26.1 µM; 0.13% of 650,000 active; in the data active means normalized activity above about 1.9%;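 further: purified mutant Fbw7 with reduced substrate affinity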
MITF primary – blocks human microphthalmia-associated transcription factor; O75030; AlphaScreen MITF homodimerization, bead proximity signal; inhibition, % at 2.6 µM; 0.91% of 650,000 active; in the data active means inhibition above about 50%;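 further: 0% = vehicle wells with protein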
Target sequence (O75030 whole entry, looked up): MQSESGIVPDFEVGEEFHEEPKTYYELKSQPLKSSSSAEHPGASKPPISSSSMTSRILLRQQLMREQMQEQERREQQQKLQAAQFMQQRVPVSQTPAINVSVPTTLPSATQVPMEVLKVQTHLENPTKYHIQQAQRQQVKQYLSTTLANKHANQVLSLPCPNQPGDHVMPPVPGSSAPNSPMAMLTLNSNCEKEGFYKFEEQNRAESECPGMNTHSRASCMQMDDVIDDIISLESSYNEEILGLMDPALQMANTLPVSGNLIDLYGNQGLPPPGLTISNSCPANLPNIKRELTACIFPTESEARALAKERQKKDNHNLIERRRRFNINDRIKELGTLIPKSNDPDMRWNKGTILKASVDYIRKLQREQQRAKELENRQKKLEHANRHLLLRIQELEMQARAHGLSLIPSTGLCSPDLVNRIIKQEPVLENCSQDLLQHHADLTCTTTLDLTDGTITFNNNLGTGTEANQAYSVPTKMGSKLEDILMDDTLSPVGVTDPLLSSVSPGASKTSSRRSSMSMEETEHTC
TEAD-YAP block – TEAD-YAP interaction inhibition | 1.4% of 640,000 active | HEK-TIYL cells, TEAD-Gal4/YAP UAS-luciferase luminescence | inhibition, % at 9.12 µM; in the data active means inhibition above about 32%;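 further: 0% = median of test compound wells and 100% = reference inhibitor wells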
* = called active by the depositor.

What do the screens show for `CCCCN(C)CCNC(=O)CCCCCn1c(=O)[nH]c2cc(C(=O)OC)ccc2c1=O`?
GPR151 activ: 0.4; FBW7 activator: -0.1; MITF primary: 1; TEAD-YAP block: 12

What do the screens show for `CCc1cc2c(SCC(N)=O)ncnc2s1`?
GPR151 activ: 0.4; FBW7 activator: -0.2; MITF primary: -6; TEAD-YAP block: -7

What do the screens show for `O=C(CNc1ccc(I)cc1)NNC1=NCCC1`?
GPR151 activ: -0.1; FBW7 activator: 0.8; MITF primary: 26; TEAD-YAP block: 7

What do the screens show for `COc1cccc(CN2CCC(n3nccc3NC(=O)Nc3ccccc3C)CC2)c1`?
GPR151 activ: -1.2; FBW7 activator: -0.2; MITF primary: -1; TEAD-YAP block: 7

Results for COCCn1c(SCC(=O)C(F)(F)F)nnc1-c1ccncc1 ?
GPR151 activ: -0.9; FBW7 activator: 0.7; MITF primary: 12; TEAD-YAP block: -24

What do the screens show for `COc1ccccc1N1CCN(/C=C2/SC(=S)NC2=O)CC1`?
GPR151 activ: -0.3; FBW7 activator: 0.0; MITF primary: 8; TEAD-YAP block: 12

How did O=C(NCCc1ccccc1Cl)c1ccc(S(=O)(=O)c2ccccc2Cl)c([N+](=O)[O-])c1 do in these assays?
GPR151 activ: 0.5; FBW7 activator: -0.1; MITF primary: 11; TEAD-YAP block: 19

What do the screens show for `CC(C)NC(=O)c1ccc2nc(-c3ccccc3)c(-c3ccccc3)nc2c1`?
GPR151 activ: 0.0; FBW7 activator: 0.8; MITF primary: 16; TEAD-YAP block: -5

What do the screens show for `COc1ccc(C2CC(C(F)(F)F)n3ncc(C(=O)NCCCn4ccnc4)c3N2)cc1` (centres undefined)?
GPR151 activ: 1.9; FBW7 activator: -0.1; MITF primary: -2; TEAD-YAP block: -19

Results for O=C(CSc1n[nH]c(-c2ccccc2)n1)c1ccc(Br)cc1 ?
GPR151 activ: -0.4; FBW7 activator: -0.1; MITF primary: 10; TEAD-YAP block: 4

How did CCCCCc1ccc(C(=O)CCC(=O)OCC(=O)NC(=O)NCc2ccco2)cc1 do in these assays?
GPR151 activ: -0.5; FBW7 activator: 0.0; MITF primary: 8; TEAD-YAP block: -7

Results for COC(=O)c1c(NC(=O)c2cc3nc(-c4ccc(Br)cc4)cc(C(F)(F)F)n3n2)sc2c1CCCC2 ?
GPR151 activ: -0.5; FBW7 activator: -0.2; MITF primary: 26; TEAD-YAP block: -8

Arranged by SMILES length (falling): some entries from above
Results for COC(=O)c1c(NC(=O)c2cc3nc(-c4ccc(Br)cc4)cc(C(F)(F)F)n3n2)sc2c1CCCC2 ?
GPR151 activ: -0.5; FBW7 activator: -0.2; MITF primary: 26; TEAD-YAP block: -8

How did O=C(NCCc1ccccc1Cl)c1ccc(S(=O)(=O)c2ccccc2Cl)c([N+](=O)[O-])c1 do in these assays?
GPR151 activ: 0.5; FBW7 activator: -0.1; MITF primary: 11; TEAD-YAP block: 19

What do the screens show for `COc1ccc(C2CC(C(F)(F)F)n3ncc(C(=O)NCCCn4ccnc4)c3N2)cc1` (centres undefined)?
GPR151 activ: 1.9; FBW7 activator: -0.1; MITF primary: -2; TEAD-YAP block: -19

What do the screens show for `CC(C)NC(=O)c1ccc2nc(-c3ccccc3)c(-c3ccccc3)nc2c1`?
GPR151 activ: 0.0; FBW7 activator: 0.8; MITF primary: 16; TEAD-YAP block: -5

What do the screens show for `COc1cccc(CN2CCC(n3nccc3NC(=O)Nc3ccccc3C)CC2)c1`?
GPR151 activ: -1.2; FBW7 activator: -0.2; MITF primary: -1; TEAD-YAP block: 7

What do the screens show for `COc1ccccc1N1CCN(/C=C2/SC(=S)NC2=O)CC1`?
GPR151 activ: -0.3; FBW7 activator: 0.0; MITF primary: 8; TEAD-YAP block: 12

What do the screens show for `O=C(CNc1ccc(I)cc1)NNC1=NCCC1`?
GPR151 activ: -0.1; FBW7 activator: 0.8; MITF primary: 26; TEAD-YAP block: 7

What do the screens show for `CCc1cc2c(SCC(N)=O)ncnc2s1`?
GPR151 activ: 0.4; FBW7 activator: -0.2; MITF primary: -6; TEAD-YAP block: -7

Further entries:
What do the screens show for `Cc1nc(NC2=NCN(C3CCCCC3C)CN2)nc2ccccc12` (centres undefined)?
GPR151 activ: 0.4; FBW7 activator: 0.2; MITF primary: -25; TEAD-YAP block: 5

How did Cc1ccc(-n2nnnc2Cc2nnnn2-c2ccc(C)cc2)cc1 do in these assays?
GPR151 activ: 0.0; FBW7 activator: 0.0; MITF primary: 1; TEAD-YAP block: 5

How did COc1cccc(C2=NS(=O)(=O)N(C)C(C(=O)Nc3cccc(C(C)=O)c3)=C2)c1 do in these assays?
GPR151 activ: 0.2; FBW7 activator: 0.1; MITF primary: 12; TEAD-YAP block: 9

What do the screens show for `CNc1nc(C)cc(C(F)(F)F)n1`?
GPR151 activ: 2.0; FBW7 activator: 0.1; MITF primary: -10; TEAD-YAP block: -1

Results for C(=C\c1nn2c(Cn3cnc4ccccc43)nnc2s1)/c1ccccc1 ?
GPR151 activ: -0.5; FBW7 activator: -0.2; MITF primary: -2; TEAD-YAP block: 7

What do the screens show for `CC(C)(C)NC(=O)c1nn2c(C(F)(F)F)cc(-c3ccc(Br)cc3)nc2c1Cl`?
GPR151 activ: -0.5; FBW7 activator: -0.1; MITF primary: -14; TEAD-YAP block: -1

Results for CN(C)S(=O)(=O)c1cccc(NC(=O)COC(=O)c2ccc([N+](=O)[O-])o2)c1 ?
GPR151 activ: 0.4; FBW7 activator: -0.1; MITF primary: 5; TEAD-YAP block: 10

What do the screens show for `O=C(c1cccc(Cl)c1)N1CCN(C(=O)c2cccs2)CC1`?
GPR151 activ: -0.3; FBW7 activator: 0.1; MITF primary: 16; TEAD-YAP block: 14

Results for O=C(C1CCN(c2nc3nonc3nc2NCc2cccs2)CC1)N1CCCC1 ?
GPR151 activ: 0.3; FBW7 activator: 0.1; MITF primary: 11; TEAD-YAP block: -11

What do the screens show for `COc1ccc2nc(NC(=O)c3ccncc3)sc2c1`?
GPR151 activ: 0.4; FBW7 activator: 0.0; MITF primary: 1; TEAD-YAP block: -22

What do the screens show for `OCCCNc1cc(-c2ccccn2)nc(-c2ccccc2)n1`?
GPR151 activ: 2.6; FBW7 activator: 0.0; MITF primary: 17; TEAD-YAP block: 22

How did COc1ccc(S(=O)(=O)NCCCN2CCOC(c3ccccc3)C2)cc1OC (centres undefined) do in these assays?
GPR151 activ: -0.7; FBW7 activator: 0.8; MITF primary: 9; TEAD-YAP block: 0

What do the screens show for `COc1ccccc1N1C(=O)c2ccc(Oc3ccc(NC(=O)CCS(=O)(=O)c4ccc(C)cc4)cc3)cc2C1=O`?
GPR151 activ: 0.8; FBW7 activator: 0.0; MITF primary: 1; TEAD-YAP block: 7

Results for N#CC1=C(N)Oc2c(c(=O)oc3ccccc23)C12C(=O)Nc1ccccc12 (centres undefined) ?
GPR151 activ: -0.4; FBW7 activator: 0.3; MITF primary: 8; TEAD-YAP block: 2

Results for O=C1NC(=O)N(c2ccccc2)C(=O)/C1=C/c1ccc(Br)cc1 ?
GPR151 activ: 4.5; FBW7 activator: -0.2; MITF primary: -14; TEAD-YAP block: -9

Results for CN(C(=O)c1ccc(N2C(=O)C3C4C=CC(C4)C3C2=O)cc1)c1ccccc1 (centres undefined) ?
GPR151 activ: -0.6; FBW7 activator: -0.1; MITF primary: 7; TEAD-YAP block: 4

How did CCC1(c2ccc(F)cc2)NC(=O)N(CC(=O)c2ccc(NC(=O)CC(C)C)cc2)C1=O (centres undefined) do in these assays?
GPR151 activ: 1.9; FBW7 activator: 0.7; MITF primary: 16; TEAD-YAP block: 1

How did O=C(COC(=O)c1ccc(Br)cc1)NC1CC1 do in these assays?
GPR151 activ: -0.3; FBW7 activator: -0.1; MITF primary: -3; TEAD-YAP block: -2

Results for CN(C)S(=O)(=O)c1ccc(Cl)c(NC(=O)c2cc(F)c(F)c(F)c2F)c1 ?
GPR151 activ: 2.4; FBW7 activator: 0.2; MITF primary: 5; TEAD-YAP block: 21

How did COc1ccc(Cl)cc1NC(=O)C1=C(C)NC(=S)NC1c1ccc(N(C)C)cc1 (centres undefined) do in these assays?
GPR151 activ: -0.9; FBW7 activator: -0.1; MITF primary: 20; TEAD-YAP block: 6

What do the screens show for `O=C1NN(c2ccc(F)cc2)C(=O)/C1=C\c1cccc(Cl)c1Cl`?
GPR151 activ: 5.4*; FBW7 activator: 0.3; MITF primary: -13; TEAD-YAP block: -4

What do the screens show for `Nc1ncc(N=Nc2cccc(Br)c2)s1`?
GPR151 activ: -1.1; FBW7 activator: -0.2; MITF primary: 3; TEAD-YAP block: -21

What do the screens show for `CCN(CC)C(=O)CSc1nnc2c3c(C)c(C)sc3ncn12`?
GPR151 activ: 0.6; FBW7 activator: 0.0; MITF primary: -10; TEAD-YAP block: 8

What do the screens show for `Cc1cc(NC(=O)/C=C/c2ccccc2)c2ccccc2n1`?
GPR151 activ: -0.5; FBW7 activator: 0.1; MITF primary: 0; TEAD-YAP block: 8

Results for CC1CC2(CCCC2)Nc2ccc(F)cc21 (centres undefined) ?
GPR151 activ: 0.2; FBW7 activator: 0.1; MITF primary: -2; TEAD-YAP block: 0

Results for C=CCNC(=O)/C(=C/c1ccc(Br)cc1)NC(=O)c1ccc([N+](=O)[O-])cc1 ?
GPR151 activ: 0.2; FBW7 activator: 0.1; MITF primary: 15; TEAD-YAP block: 0

What do the screens show for `O=C(Nc1cc2cc(Cl)ccc2oc1=O)c1cccc([N+](=O)[O-])c1`?
GPR151 activ: 0.0; FBW7 activator: 0.0; MITF primary: 10; TEAD-YAP block: 17

Results for O=C(CCS(=O)(=O)c1ccc2c(c1)OCC(=O)N2)Nc1ccc(F)cc1F ?
GPR151 activ: 2.3; FBW7 activator: 0.0; MITF primary: 3; TEAD-YAP block: -1

What do the screens show for `O=C(O)CSc1ccc2c3c(cccc13)C(=O)c1ccccc1-2`?
GPR151 activ: -0.6; FBW7 activator: 0.0; MITF primary: -9; TEAD-YAP block: -15

How did CCOC(=O)c1c(C)[nH]c(C(=O)NNC(=O)c2ccc(Cl)cc2)c1C do in these assays?
GPR151 activ: -0.9; FBW7 activator: 0.2; MITF primary: 21; TEAD-YAP block: -4

What do the screens show for `CCNc1nc(Nc2ccc(NC(C)=O)cc2)c2ncn(CCN3CCCC3=O)c2n1`?
GPR151 activ: -1.0; FBW7 activator: -0.1; MITF primary: -3; TEAD-YAP block: 0

Results for CCOc1ccccc1NC(=S)NNC(=O)CCc1ccc(O)c(O)c1 ?
GPR151 activ: -0.2; FBW7 activator: -0.1; MITF primary: 0; TEAD-YAP block: -4

How did COc1ccccc1CN1CCc2nnc(C(C)NC(=O)C3CCOCC3)n2CC1 (centres undefined) do in these assays?
GPR151 activ: 0.4; FBW7 activator: 0.6; MITF primary: 5; TEAD-YAP block: 3

How did O=C(c1cc2ccccn2n1)N1CCN(c2ccc([N+](=O)[O-])cc2)CC1 do in these assays?
GPR151 activ: 0.2; FBW7 activator: -0.2; MITF primary: -7; TEAD-YAP block: 5

How did COc1ccc(/C=C2\NC(=S)N(C)C2=O)cc1Cl do in these assays?
GPR151 activ: -0.9; FBW7 activator: 0.0; MITF primary: 6; TEAD-YAP block: -10

Results for Cc1ccc(/C=N\NC(=O)CC(=O)NCCc2ccccc2)cc1 ?
GPR151 activ: 0.0; FBW7 activator: -0.2; MITF primary: -9; TEAD-YAP block: -4

How did COc1ccc(CNC(=O)CCCCCn2c(SCc3ccc(Cl)cc3)nc3cc4c(cc3c2=O)OCO4)cc1 do in these assays?
GPR151 activ: 0.3; FBW7 activator: 0.0; MITF primary: -13; TEAD-YAP block: 1

What do the screens show for `COc1ccc(S(=O)(=O)N2CCN(C34CC5CC(CC(C5)C3)C4)CC2)cc1OC`?
GPR151 activ: -0.5; FBW7 activator: 0.0; MITF primary: 0; TEAD-YAP block: -5

What do the screens show for `O=C(NCCc1ccc(O)cc1)c1ccnc(NCc2ccc3c(c2)OCO3)c1`?
GPR151 activ: -2.1; FBW7 activator: 0.1; MITF primary: -1; TEAD-YAP block: 12

Results for CCCCC(=O)Nc1c2c(nn1-c1ccccc1C)CSC2 ?
GPR151 activ: -0.1; FBW7 activator: 0.4; MITF primary: 12; TEAD-YAP block: 3

How did CCc1ccccc1NC(=O)c1cc(S(=O)(=O)NC2CCCCCC2)ccc1F do in these assays?
GPR151 activ: 0.6; FBW7 activator: 0.0; MITF primary: 4; TEAD-YAP block: 16

What do the screens show for `O=C(COc1cccc2c1CCN(Cc1ccc(F)cc1)C2=O)Nc1ccc2c(c1)OCO2`?
GPR151 activ: 0.8; FBW7 activator: -0.1; MITF primary: 13; TEAD-YAP block: 11

What do the screens show for `COc1cccc(OCC(=O)Nc2ccc(-c3ccnc(N)n3)cc2NC(C)=O)c1`?
GPR151 activ: 0.2; FBW7 activator: 0.0; MITF primary: 20; TEAD-YAP block: 1

Results for CC(=O)OCc1c(F)c(F)c(-n2nc(C)cc2C)c(F)c1F ?
GPR151 activ: -1.1; FBW7 activator: 0.1; MITF primary: -7; TEAD-YAP block: -10

What do the screens show for `C=CCNC(=O)CCCn1c(=O)[nH]c2ccsc2c1=O`?
GPR151 activ: -1.0; FBW7 activator: 0.0; MITF primary: 9; TEAD-YAP block: -1

How did COC(=O)Cn1cc(-c2ccc([N+](=O)[O-])cc2)nc1SCC(=O)NC(C)(C)C do in these assays?
GPR151 activ: -0.6; FBW7 activator: 0.0; MITF primary: -1; TEAD-YAP block: 7

What do the screens show for `COc1ccc(-c2c(C)[nH]n3c(=O)c4c(nc23)CCC4)cc1`?
GPR151 activ: 2.8; FBW7 activator: 0.1; MITF primary: 2; TEAD-YAP block: -1

Results for C/C(=N/NC(N)=S)c1ccc(O)c(O)c1O ?
GPR151 activ: 3.8; FBW7 activator: -0.3; MITF primary: 18; TEAD-YAP block: 6

Screening results: PubChem, The Scripps Research Institute Molecular Screening Center

Compounds were not picked by outcome. About 3.5% of those tested had a hit in this group.
